PMI inhibition – human PMI inhibitors, high substrate, primary screen, biochemical, fluorescence intensity, high mannose 6-phosphate (AID 1220); Mannose-6-phosphate isomerase (Homo sapiens); recombinant PMI enzyme, coupled fluorescence intensity; higher % means a stronger effect; inhibition, % at 20 µM, or IC50 in µM where a hit was titrated; 190,000 tested, 0.66% active
Lipid droplet – inhibitors of hepatocyte lipid droplet formation, primary screen, imaging, high-throughput imaging, BODIPY stain | AML12 mouse hepatocytes, oleate lipid droplets | inhibition, % at 6.5 µM | 240,000 tested, 0.4% active;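 active = lipid droplet intensity inhibited by at least 50%, with more than 500 cells counted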
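Technique: fluorescence imaging, 20x objective, two fields per well / Assay system: AML12 hepatocytes (mouse) / Measure: % inhibition of lipid droplet signal / Doses: 6.5 µM single-point dosing / Incubation: overnight exposure / Reagent: 100 µM oleic acid challenge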
K1F lysis inhibition – inhibition of K1F phage lysis, E. coli UTI89, bacterial capsule biogenesis inhibitors, alamar blue (AID 488966); one-dose inhibition, % at 100 µM; IC50 in µM for titrated hits; E. coli UTI89 K1F phage lysis, alamar blue, 2 h; higher % means a stronger effect; 340,000 tested, 0.02% active;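 active = phage lysis inhibition, versus mean bacterial control, above a set limit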;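 also: capsule biogenesis inhibitors block K1F phage lysis so surviving cells raise fluorescence; higher fluorescence means more inhibition of phage lysis; actives were called in the ten point dose series up to 300 µM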
M17LAP inhibition – P. falciparum M17LAP inhibitors, primary screen, biochemical, fluorogenic H-Leu-NHMec substrate, 1536-well (AID 1619). Leucine aminopeptidase (Plasmodium falciparum (isolate 3D7)). 220,000 tested, 0.38% active. inhibition, % at 30 µM, or IC50 in µM where a hit was titrated. recombinant M17LAP, H-Leu-NHMec fluorogenic kinetic assay; higher % means a stronger effect;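 active = compound inhibiting the enzyme by more than half at any dose during confirmatory dose-response retesting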;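 also: plate controls were full reaction with DMSO carrier for no effect and no enzyme background for full effect; strong numbers were not always called active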
human PMI inhibition – inhibitors of human PMI, primary screen, biochemical, fluorescence intensity, coupled assay (AID 1209). Mannose-6-phosphate isomerase (Homo sapiens). purified PMI enzyme, coupled fluorescence intensity; higher % means a stronger effect. inhibition, % at 20 µM; hits with a dose series show IC50 in µM. 190,000 tested, 0.42% active;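 also: plate controls were DMSO vehicle for no effect and wells lacking substrate for full effect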
TNAP activation fold – human TNAP enzyme activators, primary screen, biochemical, luminescent, no phosphate acceptor, uHTS (AID 1001) | 200,000 tested, 0.03% active | Alkaline phosphatase, tissue-nonspecific isozyme (Homo sapiens) | purified TNAP, luminescent activation assay, no phosphate acceptor; higher activation fold means a stronger effect | one-dose activation fold at 20 µM; EC50 in µM for titrated hits; in the data active = activation fold from about 3, or a potency from the dose series; inactive = the rest, 99 in 100 with activation fold below about 1.6; also: many of its hits are not listed in these tables
XIAP displacement – XIAP antagonists, biochemical, IAP family, fluorescence polarization (AID 1018); 200,000 tested, 0.007% active; XIAP BIR domain, fluorescence polarization peptide displacement; higher % means a stronger effect; one-dose displacement, % at 20 µM; IC50 in µM for titrated hits; in the data active = displacement above about 50%; also: a part of the inactive calls stands beside numbers as strong as those of hits
Siah-1 displacement – Siah-1 peptide-binding antagonists, primary screen, biochemical, fluorescence polarization, rhodamine-plectin, uHTS (AID 1817). Siah-1 / rhodamine-plectin peptide fluorescence polarization; higher % means a stronger effect. displacement, % at 20 µM; hits with a dose series show IC50 in µM. 290,000 tested, 0.02% active;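 active = displacement of at least 50% at 20 µM, with a fluorescence ratio check between 0.3 and a set limit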;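 also: plate controls were Siah plus tracer with DMSO for no effect and tracer alone without Siah for full effect; strong numbers were not always called active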
M1AAP inhibition – P. falciparum M1AAP inhibitors, biochemical, fluorogenic H-Leu-NHMec substrate, 1536-well (AID 1445); Aminopeptidase N (Plasmodium falciparum (isolate 3D7)); recombinant M1AAP, H-Leu-NHMec fluorogenic kinetic assay; higher % means a stronger effect; inhibition, % at 30 µM; hits with a dose series show IC50 in µM; 220,000 tested, 0.42% active;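 active = primary inhibition above the hit cutoff, then over 50% inhibition at one or more dose response concentrations, cut at about 23% in these data, passing the limit was not always enough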;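 also: plate controls were DMSO full reaction for no effect and no enzyme background for full effect; strong numbers were not always called active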
Lipid droplet cells 6.5 µM – also measured in Lipid droplet; calls as there; cell count; measured here: cell count, cytotoxicity flag;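 cells counted across two imaged fields per well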
* hit, by the source's call; . = not tested or not shown; & = joins results of further samples; [ ] = dose if it differs, or a comment. Rule as the data show it, unless noted: active = inhibition above about 50%; inactive = the rest.

SMILES	PMI inhibition	Lipid droplet	Lipid droplet cells 6.5 µM	K1F lysis inhibition	M17LAP inhibition	human PMI inhibition	TNAP activation fold	XIAP displacement	Siah-1 displacement	M1AAP inhibition
COc1ccc(-c2nc(SC(CC(=O)NCCN3CCOCC3)c3cccs3)n[nH]2)cc1 (stereo not given)	1%	-9	683	0.2%	0%	3%	1	-7.4%	-2%	5%
Cc1ccc(-n2nc(C(=O)N3CCOCC3)cc2-c2ccc(Cl)cc2)cc1	17%	-13	648	0.2%	8%	7%	1	-2.0%	2%	4%
COc1ccc2nc(NC3=NC(C(=O)Nc4ccc(C)cc4)CC(=O)N3)nc(C)c2c1 (stereo not given)	12%	-2	539	.	-4%	16%	1	-2.8%	4%	-3%
CCOCCCNC(=O)NC12CC3CC(CC(C3)C1)C2	-4%	.	.	1.8%	12%	-10%	1.1	-4.5%	2%	8%
c1ccc2nc(-c3ccc(N4CCOCC4)cc3)ccc2c1	6%	-25	630	-0.4%	-20%	2%	1	-7.7%	3%	4%
CCSC1=C(C#N)C2(CCCCC2)C(C#N)=C(N)N1	9%	.	.	0.0%[50 µM]	10%	13%	1	-2.4%	2%	1%
CC(C)CNC(=S)NNC(=O)CC(C)O (stereo not given)	-8%	-2	623	0.2%	7%	-9%	1.6	-4.1%	1%	8%
COc1cc(C(=O)N2CCN(C(=O)C(Cc3cc(C)ccc3C)NC(C)=O)CC2)cc(OC)c1OC (stereo not given)	2%	21	739	4.5%	9%	5%	1.1	-2.8%	22%	6%
CN1CCN(C(=O)CCC(=O)c2ccc(F)cc2)CC1	2%	2	737	1.8%	6%	6%	1.1	-5.6%	8%	1%
O=C(CCc1nc2ccccc2[nH]c1=O)OCC(=O)c1cccc2ccccc12	-13%	-3	795	.	-4%	-6%	0.9	-2.9%	-5%	7%
COc1nc(N2CCOCC2)nc(-n2cccc2)n1	6%	4	648	0.3%	1%	7%	1	-0.7%	-1%	3%
CCc1nn2cc(C(=O)c3cc(C)ccc3O)cnc2c1-c1ccc(F)cc1	3%	44	638	1.9%[50 µM]	1%	3%	0.8	-3.0%	3%	3%
CC12CC(NC(=O)N1c1cccc(C(=O)N3CCN(c4ccccc4)CC3)c1)c1ccccc1O2 (stereo not given)	3%	-20	778	4.0%	3%	7%	1	-4.5%	-3%	13%
COc1ccc(N(CCCN2C(=O)c3cccc4cccc(c34)C2=O)C(=O)c2cccc(OC)c2)cc1	11%	-30	681	3.3%	5%	18%	1.1	0.9%	14%	13%
CSc1ccc(CNc2nnnn2C)cc1	14%	7	713	-0.1%	6%	16%	1	-16%	-3%	5%
COc1ccc(-c2nnc(SCC(=O)NCC3CCCO3)n2C)cc1 (stereo not given)	2%	9	695	-1.0%	-6%	7%	1.1	-4.0%	4%	3%
CC(C)OC(=O)c1cc(NC(=O)C2C3CCC(O3)C2C(=O)O)cc(C(=O)OC(C)C)c1 (stereo not given)	10%	32	705	-0.1%	3%	10%	1.1	-4.2%	-3%	-5%
CCNc1nc(NCC)nc(C(=O)NN)n1	-16%	-12	700	0.3%	9%	-17%	1.3	-3.7%	9%	19%
CC(C)C(NS(=O)(=O)c1ccc2c(c1)OCCCO2)C(=O)O (stereo not given)	1%	-7	699	-6.0%	-2%	7%	1.1	-1.4%	10%	11%
O=c1c2[nH]c3ccccc3c2ncn1CCN1CCNCC1	9%	2	685	0.1%	11%	20%	1.1	2.2%	-3%	15%
Cc1ccc(NS(=O)(=O)c2cc(C(=O)NCCSC3CCCCC3)ccc2C)cc1	21%	0	547	1.8%	6%	25%	1.1	-5.6%	-8%	-2%
Cn1nnnc1SCC(=O)N1c2ccccc2Sc2ccccc21	-9%	3	756	0.1%	9%	-5%	1	-1.1%	3%	-2%
CC(=O)c1sc(NC(=O)c2ccc(F)cc2)nc1-c1ccccc1	-8%	4	658	0.1%	-7%	-9%	1.1	-3.8%	0%	1%
CC(C)n1nc(C(=O)Nc2nc3ccc(S(C)(=O)=O)cc3s2)c2ccccc2c1=O	1%	9	756	0.3%	1%	6%	1.1	-3.1%	0%	-1%
CCCCC(=O)Nc1ccc(N2CCN(C(=O)CC)CC2)cc1	13%	-1	639	1.9%	-3%	18%	1.1	-4.6%	5%	4%

The last 3 entries of the part above lead into the next.
SMILES	PMI inhibition	Lipid droplet	Lipid droplet cells 6.5 µM	K1F lysis inhibition	M17LAP inhibition	human PMI inhibition	TNAP activation fold	XIAP displacement	Siah-1 displacement	M1AAP inhibition
CC(=O)c1sc(NC(=O)c2ccc(F)cc2)nc1-c1ccccc1	-8%	4	658	0.1%	-7%	-9%	1.1	-3.8%	0%	1%
CC(C)n1nc(C(=O)Nc2nc3ccc(S(C)(=O)=O)cc3s2)c2ccccc2c1=O	1%	9	756	0.3%	1%	6%	1.1	-3.1%	0%	-1%
CCCCC(=O)Nc1ccc(N2CCN(C(=O)CC)CC2)cc1	13%	-1	639	1.9%	-3%	18%	1.1	-4.6%	5%	4%
Cc1cc(C)c2nc(SC3CCOC3=O)cc(C)c2c1 (stereo not given)	-145%	4	668	0.3%	4%	-48%	1.1	-21%	-3%	-3%
COc1ccccc1C(=O)C1CCCN(C(=O)c2ccc3c(c2)OCCO3)C1 (stereo not given)	-9%	-7	718	-0.3%	.	-6%	1.1	-6.1%	1%	.
Cc1ccc(N2CCN(c3cc(C)nc4nc(C)nn34)CC2)c(C)c1	0%	18	763	0.5%	-2%	-7%	1	-2.3%	-4%	-2%
COCC(C)n1c(SCC(=O)N(C)C2CCS(=O)(=O)C2)nc2ccccc2c1=O (stereo not given)	-5%	7	686	0.2%	3%	-17%	1	-7.6%	-6%	2%
COc1ccc(-c2nnc(N(C)C(=O)C3CCCO3)s2)cc1 (stereo not given)	-5%	19	738	0.3%	9%	-2%	1.1	0.0%	22%	3%
O=C(O)CSc1nc2c(c(C(F)(F)F)n1)CCCC2	-7%	16&18	702&718	-0.1%&-0.3%	4%&0%	-9%	1.1	-0.5%	0%&0%	-6%&2%
CS(=O)(=O)N(CC(=O)N1CCOCC1)c1ccc2c(c1)OCO2	2%	5	743	0.4%	-6%	0%	1	-2.0%	-2%	6%
CC(C)[C@H](NC(=O)c1ccccc1)C(=O)OCC(=O)N1CCc2ccccc2C1	-6%	2	770	-0.5%	11%	1%	1.1	-2.9%	4%	7%
Cc1cc(N/N=C/c2ccccc2)nc(NCc2ccccc2)n1	16%	-18	589	1.5%	-3%	22%	1.1	-2.6%	14%	5%
Fc1cccc(Cl)c1-c1nnc2ccc(C(F)(F)F)cn12	2%	-4	641	0.3%	15%	4%	1.1	-4.8%	3%	-1%
O=S(=O)(/C=C/c1ccccc1)NCCc1ccccn1	-6%	.	.	0.3%	2%	0%	1.1	-4.9%	-1%	6%
CCOC(=O)/C(C#N)=C1/C=C(C)NC(c2ccccc2O)=N1	8%	-14	706	-1.0%	2%	6%	1.1	-5.5%	7%	6%
Cc1ccc(-c2ccc(/C=N/NC(=O)CN3CCCC3)o2)cc1Cl	13%	.	.	0.5%	19%	0%	1	-2.4%	-2%	10%
CCOC(=O)C1CCCN(C2CC(=O)N(c3ccccc3)C2=O)C1 (stereo not given)	-8%	1	577	0.3%	-4%	-10%	1.1	-8.8%	0%	-9%
O=C(CC1C(=O)NCCN1Cc1ccc(-c2ccccc2)cc1)NCCCn1cccn1 (stereo not given)	19%	-9	692	0.3%	-16%	-3%	1.1	-1.4%	-3%	6%
Cc1ccc(C(=O)Nc2ccon2)cc1S(=O)(=O)N1CCCC1	-4%	20	796	5.4%	0%	-1%	1.1	-5.1%	-2%	2%
c1cc(Nc2ncnc3sccc23)cc(-c2nnc3n2CCCCC3)c1	-7%	.	.	0.3%	1%	-2%	1.1	0.0%	5%	-5%
COc1cc(SC)ccc1C(=O)N(C)Cc1ccccc1	-6%	.	.	0.2%	-5%	-4%	1.1	-4.6%	-4%	-2%
CSc1nc(Cl)cc(N(CCO)CCO)n1	-6%	.	.	-0.1%	-3%	-5%	1.1	-2.5%	-5%	0%
COc1ccc(NCc2ccc3c(c2)OCO3)cc1Cl	16%	-3	650	0.6%	0%	17%	1.1	-5.1%	-2%	5%
CN(C)c1oc(-c2ccccc2Cl)nc1S(=O)(=O)c1ccccc1	7%	.	.	-0.7%	1%	-5%	0.9	-1.8%	-1%	-2%
CCOC(=O)CSc1nc2cc(C)ccc2cc1C#N	6%	.	.	2.3%	2%	8%	1	-3.3%	-1%	5%
CCOC(=O)c1ccc2c(c1)nc(SCC(=O)c1ccco1)n2CC	3%	.	.	0.8%	0%	1%	1	-4.1%	-4%	1%
Cc1cc(C)n2nc(SCN3C(=O)c4ccccc4C3=O)nc2n1	32%	.	.	0.4%	2%	2%	1.1	-2.1%	-1%	-2%
COCCN1Cc2cccc(C(=O)Nc3c(C)cccc3C)c2C1=O	3%	7	815	0.5%	-2%	12%	1.1	-2.9%	0%	7%

The listing continues.
SMILES	PMI inhibition	Lipid droplet	Lipid droplet cells 6.5 µM	K1F lysis inhibition	M17LAP inhibition	human PMI inhibition	TNAP activation fold	XIAP displacement	Siah-1 displacement	M1AAP inhibition
C=C1c2cc(C)ccc2NC(=O)N1c1ccccc1	-186%	15	718	0.7%	-5%	-82%	1.1	-7.6%	4%	-2%
Cc1cccc(NCC(=O)N/N=C\c2c[nH]c3ccccc23)c1	2%	34	747	-0.2%	-1%	-2%	1.4	-6.0%	-4%	15%
Oc1cccc(Oc2ncc(C(F)(F)F)cc2Cl)c1	0%	-10	703	0.1%	-3%	2%	1.1	-4.0%	4%	1%
Cc1nc(NC(=O)C23CC4CC(CC(C4)C2)C3)sc1Cc1ccc2c(c1)OCO2	18%	-34	573	1.1%[50 µM]	-5%	18%	1.1	-13%	4%	5%
O=S(=O)(NCc1ccco1)N1CCOCC1	1%	0	733	0.0%	5%	6%	1.1	-1.9%	3%	4%
O=C(c1ccc([N+](=O)[O-])cc1)N1CCSC1c1cccc(Cl)c1 (stereo not given)	-11%	-48	669	-2.5%	-6%	-12%	1	-4.2%	3%	-4%
COC(=O)NNS(=O)(=O)c1ccc(C)cc1	7%	.	.	2.1%	8%	8%	1.1	-4.2%	1%	6%
COc1ccccc1NC(=O)CSc1nnc(Cn2cnc3ccccc32)n1C	15%	-1	786	0.3%	2%	8%	1	-3.3%	3%	3%
Cn1c(COc2cccc3ccccc23)nnc1SCC(=O)OC1CCCCC1	.	1	631	-0.2%	8%	.	.	.	0%	3%
